# H37Rv inhibition: M. tuberculosis growth inhibition, HTS (AID 449762). M. tuberculosis H37Rv growth inhibition, 7H9 media; higher % means a stronger effect. inhibition, % at 25 µM; hits with a dose series show IC50 in µM. 330,000 tested, 0.59% active; in the data active = a potency from the dose series; inconclusive = inhibition above about 70% without an active follow-up result;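 note: bacterial growth assessed after seven days of incubation; strong numbers were not always called active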
# PhoP GFP inhibition: Inhibition of PhoP regulon, Salmonella typhi GFP reporter cells, confirmation, 4 h (AID 1850). 310,000 tested, 0.33% active. Salmonella Typhi PhoP-promoter GFP reporter, fluorescence, 4 h; higher % means a stronger effect. inhibition, % at 50 µM; hits with a dose series show IC50 in µM; in the data active = a potency from the dose series; inconclusive = inhibition mostly from about 25% at the one dose, without a potency; inactive = the rest, 99 in 100 with inhibition below about 19%;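 note: 0% = induced wells with vehicle and 100% = uninduced wells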
# tuberculosis growth: growth inhibition of non-replicating M. tuberculosis (AID 488890). Mycobacterium tuberculosis non-replicating, growth inhibition; higher % means a stronger effect. inhibition, % at 25 µM; hits with a dose series show IC50 in µM. 320,000 tested, 0.39% active; in the data active = a potency from the dose series; inconclusive = inhibition mostly from about 82% at the one dose, without a potency; inactive = the rest, 99 in 100 with inhibition below about 76%;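 note: plate controls were DMSO cells for no effect and high antibiotic wells for full effect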
# inhibitors of VEEV: inhibitors of VEEV TC-83 cytopathic effect, confirmation, Vero cells (AID 588727) | Vero cells, VEEV TC-83 cytopathic effect inhibition; higher % means a stronger effect | one-dose inhibition, % at 20 µM; IC50 in µM for titrated hits | 350,000 tested, 0.13% active; in the data active = a potency from the dose series; inconclusive = inhibition mostly from about 14% at the one dose, without a potency; inactive = the rest, 99 in 100 with inhibition below about 12%; note: strong numbers were not always called active
# H1N1 NS1A inhibition: H1N1 influenza NS1A inhibitors, functional cell based assay (AID 504329) | NS1A functional cell-based assay, percent inhibition; higher % means a stronger effect | 340,000 tested, 0.3% active | one-dose inhibition, % at 12.5 µM; IC50 in µM for titrated hits; in the data active = a potency from the dose series; inconclusive = inhibition above about 27% without an active follow-up result; note: strong numbers were not always called active
# inhibitors of VEEV 10K pilot screen: also measured in inhibitors of VEEV; calls as there; inhibition, %; measured here: 10K pilot screen inhibition
# Starred values were filed as active, the others as inactive; i = inactive; ? = inconclusive; . = no result given.
SMILES,H37Rv inhibition,PhoP GFP inhibition,tuberculosis growth,inhibitors of VEEV,H1N1 NS1A inhibition,others
Cc1ccccc1NC1(C#N)CCCCC1,4%,-2%,-8%,i,-2%,
COc1ccc(OCC(=O)NCCCN2CCOCC2)cc1,-4%,-8%,-6%,i,-20%,
COCCn1cnc2c1c(=O)n(Cc1c(F)cccc1Cl)c(=O)n2Cc1ccccc1,4%,5%,2%,4.3%,9%,
CC(=O)N1c2ccc(S(=O)(=O)N3CCCC(C(=O)Nc4cccc(F)c4)C3)cc2CC1C (stereo unspecified),-4%,3%,10%,2.8%,-11%,inhibitors of VEEV 10K pilot screen=0.3
O=C(NCCc1c[nH]c2ccccc12)C(F)(F)C(F)F,6%,1%,-1%,0.1%,-12%,
O=C1N(CN2CCN(c3cccc(Cl)c3)CC2)c2ccccc2C12OCCCO2,-2%,9%,5%,i,-6%,
Cc1ccc2nc(NCCCN3CCOCC3)c(C=NCCCN3CCOCC3)c(=O)n2c1,.,.,.,9.9%,0%,inhibitors of VEEV 10K pilot screen=2.4
CCSc1ccc2nnc(-c3cccc(F)c3)n2n1,-4%,-19%,6%,1.1%,-3%,
COC(=O)c1[nH]c2cccc(OC)c2c1NC(=O)CN(C)CC1OCCO1,-7%,-6%,5%,0.2%,2%,
O=C(Cc1ccccc1)NNC1CC(=O)N(c2ccc(Cl)cc2)C1=O (stereo unspecified),-5%,7%,6%,1.0%,0%,

# For convenience, 5 of the compounds above:
SMILES,H37Rv inhibition,PhoP GFP inhibition,tuberculosis growth,inhibitors of VEEV,H1N1 NS1A inhibition,others
Cc1ccccc1NC1(C#N)CCCCC1,4%,-2%,-8%,i,-2%,
COc1ccc(OCC(=O)NCCCN2CCOCC2)cc1,-4%,-8%,-6%,i,-20%,
COCCn1cnc2c1c(=O)n(Cc1c(F)cccc1Cl)c(=O)n2Cc1ccccc1,4%,5%,2%,4.3%,9%,
CC(=O)N1c2ccc(S(=O)(=O)N3CCCC(C(=O)Nc4cccc(F)c4)C3)cc2CC1C (stereo unspecified),-4%,3%,10%,2.8%,-11%,inhibitors of VEEV 10K pilot screen=0.3
O=C(NCCc1c[nH]c2ccccc12)C(F)(F)C(F)F,6%,1%,-1%,0.1%,-12%,

# (listing goes on)
SMILES,H37Rv inhibition,PhoP GFP inhibition,tuberculosis growth,inhibitors of VEEV,H1N1 NS1A inhibition,others
COCCNC(=O)C1CC(c2ccccc2C(F)(F)F)=NO1 (stereo unspecified),-6%,-2%,-5%,0.2%,-4%,
O=C(c1cccc(C(F)(F)F)c1)N1CCCCCC1,.,-6%,.,1.9%,4%,
c1ccc(OCCSc2nnnn2-c2ccccc2)cc1,7%,14%,30%,1.0%,-18%,
Cc1onc(-c2c(Cl)cccc2Cl)c1C(=O)NCc1cccs1,-1%,10%,11%,1.3%,0%,
Cc1ccc(NC(=O)C2CCCN2C(=O)OCc2ccccc2)c(C)c1 (stereo unspecified),-6%,0%,-1%,0.6%,16%,
O=C(Oc1cccc(/C=N/Nc2nc(Nc3ccccc3)nc(N3CCOCC3)n2)c1)c1ccco1,?,-4%,76%,9.6%,6%,
CCc1nnc(NC(=O)CSc2nnc(CNC(=O)c3ccccc3F)n2C)s1,4%,-7%,-11%,1.9%,-4%,
O=C(c1[nH]ncc1-c1cccc(Br)c1)C1CO1 (stereo unspecified),2%,8%,75%,7.1%,-1%,
COc1ccc(C2CC(c3c(-c4ccccc4)c4cc(Cl)ccc4[nH]c3=O)=NN2S(C)(=O)=O)cc1 (stereo unspecified),9%,-3%,-9%,1.1%,-18%,
OCc1cn(-c2ccccc2)nc1-c1ccc(-c2nn(-c3ccccc3)cc2CO)cc1,1%,-11%,.,2.5%,0%,
O=C(Nc1cccc(S(=O)(=O)N2CCOCC2)c1)C1CC1,4%,.,-1%,2.9%,-1%,
CCc1nnc(NC(=O)[C@@H](NC(=O)c2cccc(S(=O)(=O)N(CC)CC)c2)C(C)C)s1,0%,3%,35%,i,5%,
CCn1cc(C(=O)O)c(=O)c2cc(S(=O)(=O)N(C)C)ccc21,-9%,-8%,-7%,i,-5%,
COC(=O)CCC(=O)OC1(C)C(=O)C2=CN(Cc3ccccc3)C(c3ccc(OC)cc3)=CC2=C(Br)C1=O (stereo unspecified),-1%,-2%,29%,0.2%,20%,
c1ccc(-c2nnc(C3CC(c4cccnc4)=NO3)o2)cc1 (stereo unspecified),3%,-6%,4%,0.1%,9%,
Cc1ccc(SCCCCN2C(=O)NC(C)(C)C2=O)cc1,-2%,-7%,14%,0.7%,-5%,
CC(=O)N1CC=CC1(CC(C)C)C(=O)NCCc1c[nH]c2ccccc12 (stereo unspecified),-7%,5%,35%,1.1%,-5%,inhibitors of VEEV 10K pilot screen=0.1
CCCn1c(/C=C/c2cc[n+](C)cc2)nc2ccccc21,-1%,-5%,12%,1.7%,-58%,
CCC(C)(C(=O)NC1CCCC1)N(C(=O)CNC(C)=O)c1ccccc1 (stereo unspecified),-7%,-2%,0%,i,2%,
CC(=O)Nc1ccc(/C=C(\C#N)C(=O)NC2CCCCC2)cc1,42%,11%,29%,2.1%,4%,inhibitors of VEEV 10K pilot screen=2.9
Cn1c2ccccc2c(=O)c2c(=O)n(-c3ccc(F)cc3)c(-c3cccs3)nc21,-9%,-3%,-5%,7.3%,13%,
COc1cc(C=O)ccc1Oc1nnnn1-c1ccccc1,-8%,13%,27%,i,-20%,
COc1ccc(Nc2sc(C(=O)c3ccc(Cl)cc3)c(N)c2C(=O)Nc2ccccc2OC)cc1,2%,-3%,16%,6.1%,4%,
Nc1ncnc(N(c2ccccc2)C2CCCCC2)c1[N+](=O)[O-],-3%,5%,5%,i,-4%,
CC(NC(=O)COC(=O)CCc1nc(=O)c2ccccc2n1C)c1ccccc1 (stereo unspecified),-2%,5%,-10%,0.3%,6%,
CSCCC(NC(=O)c1ccco1)c1nc2ccccc2[nH]1 (stereo unspecified),3%,-3%,7%,1.0%,-2%,
CCc1ccc(NC(=S)N(CCN(C)C)C(C)c2ccncc2)cc1 (stereo unspecified),-3%,9%,21%,6.7%,-29%,
Cc1ccc2c(c1)cc1c(=O)n(CC(=O)N3CCC4(CC3)OCCO4)nc(C)n12,1%,1%,-10%,i,8%,
COc1ccc(NC(=O)CCS(=O)(=O)c2ccc3c(c2)CCCN3C(C)=O)cc1,4%,-13%,-1%,3.3%,2%,inhibitors of VEEV 10K pilot screen=2.3
O=C(Nc1ccc(Cl)c(C(=O)N2CCOCC2)c1)c1ccccc1,8%,11%,-3%,1.2%,10%,

# Next section, overlapping the part above by 2 compounds.
SMILES,H37Rv inhibition,PhoP GFP inhibition,tuberculosis growth,inhibitors of VEEV,H1N1 NS1A inhibition,others
COc1ccc(NC(=O)CCS(=O)(=O)c2ccc3c(c2)CCCN3C(C)=O)cc1,4%,-13%,-1%,3.3%,2%,inhibitors of VEEV 10K pilot screen=2.3
O=C(Nc1ccc(Cl)c(C(=O)N2CCOCC2)c1)c1ccccc1,8%,11%,-3%,1.2%,10%,
Cc1ccccc1C(=O)N=c1sccn1C,0%,-5%,-1%,2.4%,-6%,
CC(C)c1ccc(S(=O)(=O)N2CCN(C(=O)C3CCN(C(=O)c4ccc(F)cc4)CC3)CC2)cc1,-5%,-8%,8%,2.6%,7%,
Cc1cccc(C(=O)NCCCNC(=O)c2ccco2)c1,8%,-6%,-9%,6.8%,-7%,
COc1ccc(NC(=O)CN(C)CC(=O)Nc2cccc(S(=O)(=O)N(C)c3ccccc3)c2)cc1,0%,3%,20%,5.1%,7%,
Cc1occc1C(=O)Nc1sccc1C(N)=O,0%,-6%,12%,9.8%,-1%,
COC(=O)c1cc2ccsc2n1Cc1ccccc1F,-11%,-2%,4%,0.1%,-5%,
Cn1c(CCCOc2ccc(Cl)cc2Cl)nnc1SCC(=O)Nc1nccs1,-5%,1%,0%,2.0%,-23%,
COc1ccc(C=O)cc1Cn1ccnc1,0%,-5%,0%,0.9%,-7%,
CSc1ccccc1NC(=S)Nc1ccccc1C(F)(F)F,-8%,-5%,?,1.1%,-6%,
COC(=O)C1C2C=CC3(CN(C(C)C)C(=O)C13)O2 (stereo unspecified),-7%,-3%,4%,0.3%,-6%,
Cc1cc(C)c(C#N)c(SCC(=O)C(C)(C)C)n1,5%,5%,-2%,1.4%,3%,
Cc1ccc(C(=O)NN2C(=O)c3ccc(S(=O)(=O)c4ccc(C(=O)O)cc4)cc3C2=O)cc1,0%,4%,-2%,1.2%,-19%,
Cc1cc(OCCn2ccnc2)cc(C)c1Cl,?,-6%,?,0.1%,-20%,
Cc1ccc(NC(=O)CSCC(=O)Nc2sccc2C#N)cc1,1%,1%,22%,0.6%,-4%,
COCCSc1ccccc1C(=O)N1CCN(c2ccccc2OC)CC1,-11%,-1%,-9%,3.4%,-2%,
COc1cccc(NC(=O)CN2CCC(C)CC2)c1,9%,11%,-10%,i,-1%,
O=C(Nc1cccc(S(=O)(=O)NC2=NCCC2)c1)c1cn(-c2ccccc2)nc1-c1ccc(F)cc1,-1%,.,10%,8.0%,1%,
CN(C)c1ccc(C(=O)Nc2nnc(-c3ccc(Cl)cc3)o2)cc1,?,.,?,3.8%,-8%,
CC(C)(C)C(=O)Nc1ccc(-c2cnco2)cc1,45%,-4%,12%,1.4%,-1%,
Cc1ccc(C(=O)NCCNS(C)(=O)=O)cc1,-9%,-2%,-13%,i,6%,inhibitors of VEEV 10K pilot screen=0.3
O=c1cc(Cl)nc2ccccn12,.,.,.,2.7%,-10%,
Cc1cc(=S)nc(-c2ccccn2)[nH]1,15%,5%,?,0.6%,10%,
O=C(NCCO)c1c(-c2ccc3c(c2)OCO3)noc1-c1ccsc1,.,.,.,0.8%,9%,
CCOc1ncccc1C(=O)OCC(=O)c1cc(OC)ccc1OC,-13%,12%,0%,0.9%,-1%,
COc1ccc(OC)c(-n2c(N)c(C(=O)NCC3CCCO3)c3nc4ccccc4nc32)c1 (stereo unspecified),.,0%,.,9.0%,-23%,
O=C(COC(=O)c1ccc(F)cc1)NC1CC1,-6%,.,6%,0.9%,-3%,
Cc1nnc(SCc2ccccc2)nc1-c1ccccc1,-3%,-4%,40%,2.1%,2%,
C=CCNCC(=O)Nc1sc2c(c1C(=O)Nc1ccc(OC)cc1OC)CCC2,-3%,-7%,63%,0.8%,1%,
CCOc1ccc(CC(=O)Nc2ccc(NC(=O)c3ccco3)cc2)cc1OCC,.,.,.,5.2%,-2%,
C1CCC(n2nnnc2CN2CCCC2)CC1,-4%,13%,-4%,i,-2%,
CN(C)c1ccc(C(=O)N/N=C/C23CC[C@@H](O)CC2(O)CC[C@@H]2[C@@H]3CCC3(C)C(C4=CC(=O)OC4)CCC23O)cc1 (stereo partly specified),-5%,3%,-4%,>25µM*,-8%,
Cc1ccc(Nc2ncccc2C(=O)NCc2cccs2)c(C)c1,?,2%,27%,i,1%,
COc1ccc(NC(=O)CN(C)S(=O)(=O)c2ccc(C)cc2)c([N+](=O)[O-])c1,5%,-27%,0%,i,37%,
Cc1ccc(-c2nn3cnnc3c3ccccc23)cc1C,40%,2%,5%,7.0%,3%,
CC1(c2cccc(Br)c2)NC(=O)N(CC(=O)N2CCN(C(=O)c3ccco3)CC2)C1=O (stereo unspecified),-7%,.,32%,i,-8%,
CC1CCCCC12NC(=O)N(CC(=O)N1CCN(C(=O)c3ccco3)CC1)C2=O (stereo unspecified),0%,.,-4%,0.3%,-5%,
Cc1noc(/C=C/N(C)C)c1S(=O)(=O)N1CCCC(C(=O)NC2CCCCC2C)C1 (stereo unspecified),0%,1%,55%,0.9%,-1%,
O=C1CC2(CCN(C(=O)c3c(F)cccc3Cl)CC2)Oc2ccccc21,-9%,3%,-5%,0.8%,-23%,
Cc1nc2ccccc2c(=O)n1/N=C1\C(=O)N(C)c2ccccc21,3%,0%,-7%,.,.,
COC(=O)c1c(O)ccc(Oc2ccccc2)c1C(=O)OC,2%,2%,-2%,1.4%,0%,
COCCNC(=O)Cn1cc(S(=O)(=O)N2CCN(c3ccccc3F)CC2)c2ccccc2c1=O,-2%,-9%,4%,0.8%,2%,
CCOC(=O)N1CCN(c2c(NC3CCN(Cc4ccccc4)CC3)c(=O)c2=O)CC1,4%,0%,.,i,-1%,
COc1ccc(OC)c(NC(=O)CCCCCn2nnc3ccccc3c2=O)c1,2%,0%,-5%,0.5%,-9%,
CCC(=O)N1N=C(c2c(O)n(C)c(=O)n(C)c2=O)CC1c1ccccc1 (stereo unspecified),?,10%,?,4.0%,-5%,
O=C(NC(NC(=S)Nc1c(Cl)cccc1Cl)C(Cl)(Cl)Cl)OCc1ccccc1 (stereo unspecified),5%,-3%,28%,i,2%,
